# ERp5 inh = inhibitors of ERp5-driven insulin aggregation, primary screen, biochemical, turbidity, absorbance 650 nm, single point; Protein disulfide-isomerase A6 (Homo sapiens), Q15084; 90 min; inhibition, % at 9.99 µM; actives 0.05% (n = 350,000); AID 651711, 2012;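 active = mean replicate inhibition above about 25%, with every replicate also reaching it, limit read from the data, passing the limit was not always enough; inconclusive = only one of those two criteria met; inactive = neither criterion met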
# Target sequence (Q15084 whole entry, looked up): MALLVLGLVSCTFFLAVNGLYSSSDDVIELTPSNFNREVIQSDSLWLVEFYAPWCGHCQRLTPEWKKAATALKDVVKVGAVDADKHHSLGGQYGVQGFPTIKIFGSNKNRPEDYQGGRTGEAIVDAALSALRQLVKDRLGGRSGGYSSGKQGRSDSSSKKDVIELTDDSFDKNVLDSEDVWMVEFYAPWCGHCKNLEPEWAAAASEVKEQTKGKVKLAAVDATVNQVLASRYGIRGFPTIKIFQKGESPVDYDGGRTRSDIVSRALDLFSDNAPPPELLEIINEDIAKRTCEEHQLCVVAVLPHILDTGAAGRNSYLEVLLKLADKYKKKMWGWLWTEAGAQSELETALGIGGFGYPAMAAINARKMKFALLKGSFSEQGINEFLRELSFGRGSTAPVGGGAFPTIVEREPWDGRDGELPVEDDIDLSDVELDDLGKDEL
# SIRT5 inh = SIRT5 desuccinylase inhibitors, primary screen, biochemical, fluorescence imaging, single point, set 5. inhibition, % at 15 µM. actives 1.1% (n = 330,000). Purified SirT5, succinyl-peptide AMC, trypsin-coupled fluorescence. NAD-dependent protein deacylase sirtuin-5, mitochondrial (Homo sapiens), Q9NXA8; in the data active = inhibition above about 15%; inconclusive = no clear call, values can overlap the other calls
# PglD DTNB = C. jejuni PglD acetyltransferase inhibitors, primary screen, biochemical, DTNB colorimetric, single point | UDP-N-acetylbacillosamine N-acetyltransferase PglD (Campylobacter jejuni) | purified PglD enzyme, DTNB colorimetric CoA detection | inhibition, % at 12.5 µM | actives 0.098% (n = 360,000) | AID 602405, 2012; in the data active = inhibition above about 16%, passing the limit was not always enough; inconclusive = no clear call, values can overlap the other calls; note: strong numbers were not always called active
# S100A4 inh HTS = inhibitors of S100A4-myosin IIA peptide binding, primary screen, biochemical, fluorescence polarization, TAMRA-MyoIIA peptide; inhibition, % at 10.7 µM; actives 0.14% (n = 360,000);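 active = mean inhibition of at least 70% across replicates, with every replicate also reaching that level; inconclusive = mean inhibition reaches 70% but some replicates fall short; inactive = mean inhibition below 70%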
#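 assay system = human S100A4 monomer with TAMRA-labelled myosin IIA peptide | also added = labelled myosin peptide probe, 5 nM | incubation = 5 min between mix addition and reading | control set = DMSO and TFP controls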
# DENV2 CPE = inhibitors of DENV2 cytopathic effect, primary screen, cell-based, plate reader, single concentration. DENV2-infected cells, cytopathic effect rescue. CPE inhibition, % at 9.99 µM. AID 651640, 2012. actives 1.7% (n = 350,000); in the data active = CPE inhibition above about 20%, passing the limit was not always enough; inconclusive = no clear call, values can overlap the other calls; tested in BHK-21 cells;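 note: 0% = median of neutral control wells and 100% = median of positive control wells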
# C2C12 statin = suppressors of statin myotoxicity in C2C12 myotubes, primary screen, cell-based, single point, plate reader; actives 0.78% (n = 330,000); C2C12 myotubes + simvastatin, ATP luminescence, 48 h; scaled: DMSO 0, geranylgeraniol control 100; rescue of ATP level, % at 7.49 µM;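 active = mean ATP rescue above about 67%, or every replicate alone reaching that limit, limit read from the data, passing the limit was not always enough; inconclusive = no clear call, values can overlap the other calls; inactive = mean under the limit and some replicate under it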;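 note: myotubes were challenged with 10 µM simvastatin during compound exposure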
# E-selectin induc = E-selectin induction in HUVECs, primary screen, imaging, HUVEC, immunofluorescence imaging, single point. P16581. normalized: neutral wells 0, TNF-alpha wells 100. activation, % at 7.58 µM. actives 0.37% (n = 260,000). AID 686992, 2013;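 active = mean E-selectin-positive cell signal at least 10% of the positive control, reached in at least 60% of replicates, without over 20% cell loss; inconclusive = no rule given, readout overlaps actives, possibly toxicity-flagged; inactive = the rest, including those meeting only one limit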;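 note: in these data hits start at about 27%; measured in HUVEC primary endothelial cells; signal is the percent of cells scored E-selectin positive by PE staining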
# Target sequence (P16581 whole entry, looked up): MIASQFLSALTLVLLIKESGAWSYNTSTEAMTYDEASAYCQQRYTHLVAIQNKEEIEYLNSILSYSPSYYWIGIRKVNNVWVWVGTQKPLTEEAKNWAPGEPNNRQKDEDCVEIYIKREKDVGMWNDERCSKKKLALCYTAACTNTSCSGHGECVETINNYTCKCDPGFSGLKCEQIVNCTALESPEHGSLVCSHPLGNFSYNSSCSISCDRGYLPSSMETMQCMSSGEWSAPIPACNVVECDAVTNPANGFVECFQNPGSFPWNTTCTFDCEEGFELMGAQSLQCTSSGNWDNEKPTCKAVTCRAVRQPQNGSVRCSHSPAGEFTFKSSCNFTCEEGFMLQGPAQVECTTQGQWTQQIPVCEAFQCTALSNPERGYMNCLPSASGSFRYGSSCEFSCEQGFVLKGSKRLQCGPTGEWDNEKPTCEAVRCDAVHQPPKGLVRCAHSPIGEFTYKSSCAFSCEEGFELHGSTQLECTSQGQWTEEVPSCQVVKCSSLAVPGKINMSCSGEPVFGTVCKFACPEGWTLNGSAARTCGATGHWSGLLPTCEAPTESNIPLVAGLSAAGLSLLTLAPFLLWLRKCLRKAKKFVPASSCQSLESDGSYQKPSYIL
#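 Read-out: % PE-positive cells | Test system: HUVEC | Doses: One compound dose added by pin transfer | Buffer or medium: EGM-2 over gelatin coat | Signal: Immunofluorescence imaging | Benchmarks: TNF-alpha, DMSO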
# Numbers without * were called inactive; ? = inconclusive; . = no result given; & = joins results of further samples. Some of the compounds tested; count on the stated rates, not on these rows.
Molecule	C2C12 statin	ERp5 inh	PglD DTNB	E-selectin induc	DENV2 CPE	SIRT5 inh	S100A4 inh HTS
C[C@@H]1CN([C@@H](C)CO)C(=O)c2cc(NS(C)(=O)=O)ccc2O[C@H]1CN(C)Cc1ccncc1	2	1	4	-4.0	2	-3	34
COc1ccc(S(=O)(=O)Nc2ccc3c(c2)CC(=O)N([C@@H](C)CO)C[C@H](C)[C@@H](CN(C)S(=O)(=O)c2ccc(F)cc2)O3)cc1	-2	1	5	25&-0.1	4	.	-1
O=C(c1cccc(F)c1)N1C[C@@H]2[C@H](c3ccccc31)[C@@H](CO)N2C(=O)c1ccccn1	1	1	3	-0.1	4	3	39
C[C@@H]1CCCCO[C@@H](CN(C)CC2CCCCC2)[C@H](C)CN([C@@H](C)CO)C(=O)c2cc(NS(=O)(=O)c3ccc(Cl)cc3)ccc2O1	.	.	1	0.0	-24	.	.
CCOC(=O)C1CCCN(C(=O)CSc2ccccc2)C1 (centres undefined)	.	1	.	-1.6	.	-2	6
O=C(COC(=O)c1ccc([N+](=O)[O-])cc1Cl)NCc1ccco1	1	-9	-2	-0.5	-7	-6	-8
Cc1ccc(C(=O)Nc2ccccc2-c2ccccc2)cc1[N+](=O)[O-]	18	7	-1	.	4	-2	8
Nc1ccccc1SSc1ccccc1N	7	0	0	0.8	-5	-5	-5
CN(C)S(=O)(=O)c1cccc(NC(=O)CSc2nncn2-c2ccccc2)c1	.	1	.	-2.9	3	-2	3
Cc1ccccc1OCCOCCN1CCCCCC1	.	2	.	.	0	-4	5
Cc1ccc(S(=O)(=O)Nc2cccc3c2O[C@@H](CN(C)Cc2ccc(Cl)c(Cl)c2)[C@H](C)CN([C@H](C)CO)C3=O)cc1	52	-3	-2	-0.4	-2	5	6
O=C(Cn1c2c(c(=O)n3ncnc13)CCC2)N/N=C/c1cccs1	.	4	-3	-0.7	-2	-3	-4
C#CC(c1ccccc1)(c1ccccc1)n1ccnc1	.	-1	.	0.9	2	.	-2
O=C1CC(N2CCN(c3ccccc3)CC2)C(=O)N1Cc1ccc(Cl)cc1 (centres undefined)	19	0	3	.	-2	3	0
Fc1ccc(Cc2nnc(-c3cccs3)o2)cc1	9	2	-1	.	5	.	-24
CCOc1ccc(NC(=O)c2ccc(CN3CCc4ccccc4C3)cc2)cc1	0	0	-3	.	-4	1	-2
S=C(SCc1cc(Cl)cc2c1OCOC2)N1CCSCC1	.	3	.	0.3	5	.	-2
CN(C)CC(=O)N1CCCCN2[C@@H](CO)[C@@H](c3ccc(-c4cncnc4)cc3)[C@@H]2C1	7	4	6	0.0	.	.	.
CC(C)NS(=O)(=O)c1ccc(OCC(=O)NC(C)c2ccccc2)cc1 (centres undefined)	-1	1	-3	.	0	1	-1
O=S(=O)(NCCN1CCOCC1)c1cccs1	0	3	-4	.	15	-3	-5
OCC[C@@H]1C[C@H](O)[C@@H](O)[C@@]2(OCCc3cc(C(F)(F)F)ccc32)O1	.	2	.	.	10	3	5
C[C@@H]1CN([C@@H](C)CO)C(=O)c2cc(NC(=O)c3ccncc3)ccc2O[C@H]1CN(C)S(=O)(=O)c1ccccc1	7	1	2	-15	-11	0	6
CCN(CC)S(=O)(=O)c1ccc(OCC(=O)NC(=O)Cc2ccccc2)c([N+](=O)[O-])c1	7	-1	-3	1.1	0	0	-1
O=C(Nc1ccccc1C(=O)N1CCCCCC1)c1cccc([N+](=O)[O-])c1	-2	-8	-9	.	0	-2	14
COc1ccc(NC(=O)CN(c2ccccc2)S(=O)(=O)c2ccccc2)c(OC)c1	-1	-1	-2	0.4	5	0	4
O=c1c2ccccc2on1-c1ccccc1	8	6	-1	-0.2	-3	.	-4
CCOc1ccccc1CN1CCNC(=O)C1CC(=O)NCCCn1cccn1 (centres undefined)	15	3	7	.	-1	0	1
COc1ccc(CN(C)CC(=O)Nc2sc3c(c2C#N)CCC3)cc1OC	.	-1	.	.	0	0	-3
COc1ccc(Cl)cc1NC(=O)C/C(C)=N/NC(=O)Cc1ccccc1	.	?	.	.	-1	-3	-4
Cc1noc(C)c1NC(=O)N(C)C[C@H]1OCc2cnnn2CCCC(=O)N([C@@H](C)CO)C[C@@H]1C	-4	6	-1	0.8	1	0	-5

# Part of the list above, set out differently.
Molecule: O=C(Cn1c2c(c(=O)n3ncnc13)CCC2)N/N=C/c1cccs1
  C2C12 statin = . | ERp5 inh = 4 | PglD DTNB = -3 | E-selectin induc = -0.7 | DENV2 CPE = -2 | SIRT5 inh = -3 | S100A4 inh HTS = -4
Molecule: C#CC(c1ccccc1)(c1ccccc1)n1ccnc1
  C2C12 statin = . | ERp5 inh = -1 | PglD DTNB = . | E-selectin induc = 0.9 | DENV2 CPE = 2 | SIRT5 inh = . | S100A4 inh HTS = -2
Molecule: O=C1CC(N2CCN(c3ccccc3)CC2)C(=O)N1Cc1ccc(Cl)cc1 (centres undefined)
  C2C12 statin = 19 | ERp5 inh = 0 | PglD DTNB = 3 | E-selectin induc = . | DENV2 CPE = -2 | SIRT5 inh = 3 | S100A4 inh HTS = 0
Molecule: Fc1ccc(Cc2nnc(-c3cccs3)o2)cc1
  C2C12 statin = 9 | ERp5 inh = 2 | PglD DTNB = -1 | E-selectin induc = . | DENV2 CPE = 5 | SIRT5 inh = . | S100A4 inh HTS = -24

# Following part.
Molecule	C2C12 statin	ERp5 inh	PglD DTNB	E-selectin induc	DENV2 CPE	SIRT5 inh	S100A4 inh HTS
C[C@H]1CN([C@@H](C)CO)C(=O)c2cccc(NS(=O)(=O)c3cccs3)c2O[C@H]1CN(C)S(=O)(=O)c1cccs1	2	16	-1	0.1	-3	-1	-5
Cc1ccc(S(=O)(=O)N(C)CC(=O)NNC(=O)Cc2ccccc2F)cc1	7	-1	.	0.2	-13	-6	-2
CC1(C)OC(=O)C2=C(CC(CCc3ccccc3)OC2c2ccc(Cl)c(Cl)c2)O1 (centres undefined)	.	-2	.	-0.1	-1	-3	-1
C[C@@H](NC(=O)C1(c2ccccc2)CCN(C(=O)OC(C)(C)C)CC1)C(=O)N[C@@H](C(=O)O)c1ccccc1	1	1	0	.	-6	0	4
C/C(=N\NC(N)=O)c1ccc(Cl)s1	5	0	7	6.4	2	-3	4
C[C@H](CO)N1C[C@H](C)[C@H](CN(C)Cc2ccc(Oc3ccccc3)cc2)Oc2c(NC(=O)C3CCCCC3)cccc2C1=O	-117	1	3	1.9	1	4	3
CS(=O)(=O)N1CCCCN2[C@H](C1)[C@@H](c1ccc(Br)cc1)[C@@H]2CO	6	-1	0	0.1	-2	0	2
CCN1CCCC1CNC(=O)c1ccc2c(c1)NC(=O)/C(=C\c1ccc(OC)c(OC)c1)S2 (centres undefined)	25	-2	-3	.	?	5	-7
COc1ccc(NC(=O)N(C)C[C@H]2Oc3ccc(NC(=O)Nc4ccc5c(c4)OCO5)cc3CC(=O)N([C@@H](C)CO)C[C@H]2C)cc1	-28	.	-4	-3.2	16	.	.
O=C(COC(=O)c1cncc(Br)c1)NCc1ccc2c(c1)OCO2	-2	-2	-6	.	.	-3	-23
O=C(Cc1ccccn1)N1CC(=O)N2[C@H](CO)[C@@H](c3ccc(-c4ccc(F)cc4)cc3)[C@@H]2C1	.	-5	.	-0.1	-7	-1	-8
CC(C)c1ccc(NC(=O)c2cc3c(=O)n(C)c4ccccc4c3n2C)cc1	.	2	4	.	-6	1	-5
CC=Cc1ccc2n(c1=O)C[C@H]1[C@H](CO)[C@@H](C(=O)NCC3CC3)[C@@H]2N1CC1CCOCC1 (mixture of isomers)	12	0	-3	-0.5	11	-3	9
CC(C)NC(=O)N(C)C[C@@H]1Oc2c(NC(=O)Nc3ccc(F)cc3)cccc2C(=O)N([C@@H](C)CO)C[C@H]1C	-1	9	-3	0.3	-2	7	-5
O=C1CN(C(=O)/C=C/c2ccc(Cl)cc2Cl)CCN1	-4	-1	1	0.4	7	2	-3
COC(=O)[C@@H]1[C@@H](CO)[C@@H]2Cn3c(cccc3=O)[C@@H]2N1C(=O)C1CC1	15	2	-1	-0.5	?	1	22
Cc1cc(C)n2c(SCCO)nnc2n1	.	-5	-2	.	5	-3	5
Cc1ccc(O)c(C(CC(=O)NC(C)C)c2ccccc2)c1 (centres undefined)	-7	-5	-9	4.5	5	.	0
C[C@@H](NC(=O)c1ncn2c1C(=O)NC[C@@H]2C)c1ccccc1	4	1	1	-0.1	-5	-4	-3
CC(=O)N/C(=C/c1ccccc1)C(=O)NC(Cc1ccccc1)C(=O)O (centres undefined)	.	-5	1	.	-3	0	-4
CC1CCN(C(=S)c2ccc(-c3ccc(Cl)cc3Cl)o2)CC1	.	5	.	0.5	-14	17*	-5
COC(=O)c1c(NC(=O)COC(=O)CC(NC(C)=O)c2ccccc2)sc(C)c1C (centres undefined)	-1	-3	2	.	4	-9	0
COc1ccc(-c2ccc3c(c2)[C@@H]2[C@@H](CCN2C(=O)c2ccncc2)[C@H](CO)N3C)cc1	1	-6	2	0.3	-7	7	7
O=C1CC(N2CCN(S(=O)(=O)c3ccccc3F)CC2)C(=O)N1c1ccc(F)cc1F (centres undefined)	.	2	.	-0.1	3	-1	-1
COc1ccc(NC(=S)NNC(=O)c2cccnc2)cc1OC	.	0	.	.	?	3	9
Cc1ccc(C(=O)COC(=O)CN2C(=O)C3CC=CCC3C2=O)cc1C (centres undefined)	7	-4	1	1.4	5	.	2
CO[C@@H]1CN(C)C(=O)c2cc(NC(=O)C3CCOCC3)ccc2OC[C@@H](C)N(S(=O)(=O)c2ccc(Cl)cc2)C[C@H]1C	3	3	6	.	-4	2	4
CN1CCN(C(=O)C[C@H]2CC[C@H](NC(=O)Nc3ccccc3F)[C@@H](CO)O2)CC1	-16	-4	3	-0.7	4	-4	-12

# Part of the list above, reduced to C2C12 statin and DENV2 CPE.
SMILES	C2C12 statin	DENV2 CPE
COc1ccc(-c2ccc3c(c2)[C@@H]2[C@@H](CCN2C(=O)c2ccncc2)[C@H](CO)N3C)cc1	1	-7
O=C1CC(N2CCN(S(=O)(=O)c3ccccc3F)CC2)C(=O)N1c1ccc(F)cc1F (centres undefined)	.	3
COc1ccc(NC(=S)NNC(=O)c2cccnc2)cc1OC	.	?
Cc1ccc(C(=O)COC(=O)CN2C(=O)C3CC=CCC3C2=O)cc1C (centres undefined)	7	5
CO[C@@H]1CN(C)C(=O)c2cc(NC(=O)C3CCOCC3)ccc2OC[C@@H](C)N(S(=O)(=O)c2ccc(Cl)cc2)C[C@H]1C	3	-4

# Screens (PubChem)
